RPL19A-GFP yeast – RPL19A-GFP expression modulators in yeast, primary screen, cell-based, S. cerevisiae, multiplex flow cytometry, MLPCN. 330,000 tested, 0.3% active. percent response vs DMSO, % at 10 µM. S. cerevisiae RPL19A-GFP strain, 3 h; stronger effect = lower value;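 active = percent response vs DMSO below 50%; inconclusive = fewer than 70 events counted for the yeast strain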;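 note: median channel GFP fluorescence of the barcoded RPL19A-GFP strain; ratio of sample median GFP to plate DMSO average so 100% = DMSO; lower means less RPL19A-GFP as with rapamycin TOR inhibition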
MEP2-GFP yeast – modulators of MEP2-GFP levels in yeast, primary screen, S. cerevisiae, multiplex flow cytometry, MLPCN library; GFP response vs DMSO, % at 10 µM; S. cerevisiae MEP2-GFP strain, 3 h; 100% = DMSO control level; 330,000 tested, 0.51% active; AID 2016, 2009;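 active = GFP response versus DMSO above a set limit, roughly screen mean plus 3 SD, cut at about 180% in these data; inconclusive = fewer than 70 cells counted for a yeast strain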;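 note: median GFP fluorescence of the barcode-gated MEP2-GFP cells per well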
AGP1-GFP MLPCN – modulators of AGP1-GFP expression in yeast TOR pathway, primary screen, cell-based, multiplex flow cytometry, S. cerevisiae, MLPCN library | 3 h; GFP as percent of DMSO wells | AID 2066, 2009 | 320,000 tested, 0.02% active | GFP response vs DMSO, % at 10 µM;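 active = GFP response relative to DMSO above a set limit, near screen average plus 3 SD, cut at about 150% in these data; inconclusive = fewer than 70 cells counted for the yeast strain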;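 note: median GFP channel fluorescence of the gated AGP1 strain per well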
GRK2 aptamer HTS – compounds blocking aptamer binding on GRK2 – biochemical, human GRK2, bead flow cytometry, HTS, primary screen. Beta-adrenergic receptor kinase 1 (Homo sapiens), P25098. FAM-aptamer displacement from GRK2. inhibition of aptamer binding, % at 10 µM. 330,000 tested, 0.59% active;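 active = inhibition of aptamer binding above 40%, roughly 3 SD of noise, on plates passing a quality check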;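 note: median bead fluorescence of bound FAM aptamer so fluorescent compounds give negative values; no value below 0 was filed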
Target sequence (P25098 whole entry, looked up): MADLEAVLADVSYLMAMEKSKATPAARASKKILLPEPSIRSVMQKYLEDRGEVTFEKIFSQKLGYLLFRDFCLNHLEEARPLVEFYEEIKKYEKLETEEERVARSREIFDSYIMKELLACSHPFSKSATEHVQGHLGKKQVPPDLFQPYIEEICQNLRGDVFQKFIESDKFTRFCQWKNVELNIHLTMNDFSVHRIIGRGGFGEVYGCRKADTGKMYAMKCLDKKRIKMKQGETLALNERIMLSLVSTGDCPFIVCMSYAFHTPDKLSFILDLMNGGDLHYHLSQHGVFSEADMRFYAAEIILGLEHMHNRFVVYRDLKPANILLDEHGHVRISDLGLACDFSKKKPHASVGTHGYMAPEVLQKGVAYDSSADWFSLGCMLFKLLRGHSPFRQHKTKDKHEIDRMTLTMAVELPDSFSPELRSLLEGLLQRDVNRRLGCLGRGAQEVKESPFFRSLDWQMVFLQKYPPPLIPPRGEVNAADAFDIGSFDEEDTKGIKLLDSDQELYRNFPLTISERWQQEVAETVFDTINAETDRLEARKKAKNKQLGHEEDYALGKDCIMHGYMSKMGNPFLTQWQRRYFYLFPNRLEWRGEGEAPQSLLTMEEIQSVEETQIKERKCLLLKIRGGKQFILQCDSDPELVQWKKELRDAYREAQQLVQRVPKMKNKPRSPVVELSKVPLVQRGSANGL
VLA-4 inh – inhibition in human VLA-4 binding assay, primary screen, VLA-4 allosteric modulator project, MLPCN library, flow cytometry, VLA-4 expressing cells; inhibition, % (about 7 µM as worked out from the volumes in the protocol); ligand binding flow cytometry; 330,000 tested, 0.2% active; AID 2557, 2010; Integrin alpha-4 (Homo sapiens), P13612; in the data active = inhibition above about 50%
LAP4-GFP MLPCN – modulators of LAP4-GFP expression in yeast, primary screen, S. cerevisiae, multiplex flow cytometry, MLPCN library; 3 h; median GFP as percent of DMSO wells; GFP response vs DMSO, % at 10 µM; 320,000 tested, 0.34% active; AID 2023, 2009;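 active = GFP response vs DMSO above a set limit, about the screen mean plus 3 SD, cut at about 150% in these data; inconclusive = under 70 cell events counted for the yeast strain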
JMJD2C inh – inhibitors of GASC-1 histone demethylase, primary screen, biochemical, fluorescence, DELFIA europium; 330,000 tested, 0.069% active; inhibition, % at 2.35 µM; Lysine-specific demethylase 4C (Homo sapiens), Q9H3R0; GST-JMJD2C(1-420) H3K9me3 demethylation;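 active = more than half of a compound's replicate wells show inhibition beyond 50%, single wells judged on their own value; inconclusive = some, but no more than half, of replicates pass 50% inhibition; inactive = no replicate passes 50% inhibition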;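 note: signal counts dimethyl H3K9 product captured on neutravidin plate; 0% = median of DMSO wells and 100% = 0.3 times that DMSO median; strong numbers were not always called active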
Target sequence (Q9H3R0 1-420 limits assumed): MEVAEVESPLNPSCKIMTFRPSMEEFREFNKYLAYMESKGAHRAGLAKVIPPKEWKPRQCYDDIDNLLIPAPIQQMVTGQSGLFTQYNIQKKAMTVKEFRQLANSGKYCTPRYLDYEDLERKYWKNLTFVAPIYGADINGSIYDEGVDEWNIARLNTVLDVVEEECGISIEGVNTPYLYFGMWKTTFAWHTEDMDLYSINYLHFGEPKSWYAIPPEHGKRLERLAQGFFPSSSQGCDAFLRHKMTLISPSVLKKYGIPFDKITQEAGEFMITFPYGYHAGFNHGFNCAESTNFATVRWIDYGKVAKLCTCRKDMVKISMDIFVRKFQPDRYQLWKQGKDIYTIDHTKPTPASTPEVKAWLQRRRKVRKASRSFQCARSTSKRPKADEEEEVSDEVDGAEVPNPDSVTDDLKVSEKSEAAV
CIT2-GFP yeast – modulators of CIT2-GFP expression in yeast, primary screen, S. cerevisiae, GFP fusion, multiplex flow cytometry, MLPCN library. S. cerevisiae CIT2-GFP strain, 3 h; 100 means same as DMSO wells. GFP response vs DMSO, % at 10 µM. 320,000 tested, 0.065% active;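 active = GFP response relative to DMSO above a set limit, near the screen mean plus 3 SD, cut at about 150% in these data; inconclusive = Fewer than 70 cells measured for a yeast strain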;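 note: ratio of well median GFP fluorescence to mean of DMSO wells on the plate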
Active calls of the source: *; u = inconclusive; x = no result given; [ ] = dose if it differs, or a comment. Hits appear at their usual frequency. Share with any hit: about 1.7%.

CIT2-GFP yeast | MEP2-GFP yeast | GRK2 aptamer HTS | LAP4-GFP MLPCN | VLA-4 inh | AGP1-GFP MLPCN | JMJD2C inh | RPL19A-GFP yeast | canonical_smiles
101 | 103 | 0 | 84 | -4 | 93 | 4 | 108 | CCOC(=O)c1ccccc1NC(=O)C1CC(=O)N(C2CCCCC2)C1 (stereo not drawn)
105 | 100 | 0 | 93 | 4 | 90 | 1 | 91 | CCOC(=O)c1c(C)[nH]c(C(=O)OCC(=O)NC(C)C)c1C
112 | 102 | 0 | 111 | 9 | 107 | -3 | 99 | CC(C)(C)C(=O)OCc1nc(-c2ccc3c(c2)OCCO3)cs1
101 | 102 | 0 | 94 | -3 | 103 | -13 | 103 | CCOc1ccc2nc(Cl)c(C3CC(c4ccco4)=NN3S(=O)(=O)c3ccccc3)cc2c1 (stereo not drawn)
96 | 98 | 1 | 99 | -12 | 94 | -8 | 95 | COc1cc(SC)ccc1C(=O)N1CCN(c2ccccc2)CC1
102 | 100 | 3 | 107 | -1 | 108 | 0 | 101 | CC(=O)Nc1ccc2c(CSc3nncs3)cc(=O)oc2c1
94 | 97 | 0 | 87 | 7 | 92 | -2 | 98 | O=C(CCN1C(=O)/C(=C/c2ccccc2Cl)SC1=S)NN1CCOCC1
94 | 97 | 0 | 114 | 6 | 100 | 6 | 98 | C=Cc1ccc(Cn2c(=O)n(C)c(=O)c3sccc32)cc1
101 | 102 | 2 | 113 | 4 | 105 | -3 | 107 | Clc1ccc(Nc2ccccc2)nn1
92 | 100 | 0 | 108 | -4 | 99 | -1 | 94 | CCOC(=O)N1CCC(NS(=O)(=O)c2ccc(C#N)cc2)CC1
105 | 105 | 2 | 95 | 21 | 101 | 4 | 104 | O=c1cc(C(F)(F)F)[nH]c(=S)n1-c1ccccc1
99 | 96 | 0 | 92 | 6 | 110 | -6 | 99 | O=[N+]([O-])c1cc2c(c(CSc3nnc(Nc4ccccc4)s3)c1)OCOC2
94 | 101 | 1 | 101 | -1 | 98 | -1 | 98 | CNC(=O)c1ccc(NC(=O)c2ccc3c(=O)n4c(nc3c2)CCC4)cc1
92 | 100 | 0 | 111 | 3 | 92 | -1 | 98 | COc1ccc(-c2cc(=O)n(-c3ccc([N+](=O)[O-])cc3)[nH]2)cc1
102 | 103 | 1 | 96 | -8 | 104 | 10 | 98 | O=C(Nc1cccc(S(=O)(=O)N2CCOCC2)c1)c1ccc(=O)[nH]c1
96 | 103 | 2 | 103 | 22 | 98 | 14 | 103 | CCOC(=O)N1CCN(c2c(N3CCc4ccccc43)c(=O)c2=O)CC1
104 | 103 | 4 | 102 | 12 | 100 | 11 | 101 | O=C(c1ccco1)N1CCN(Cc2nnnn2CC2CCCO2)CC1 (stereo not drawn)
101 | 106 | 1 | 108 | 8 | 110 | -1 | 98 | O=C(O)c1ccccc1C(=O)c1ccc(N2CCOCC2)c([N+](=O)[O-])c1
97 | 104 | 1 | 110 | 11 | 96 | -8 | 100 | Cc1cc2ncn(C(=O)c3ccc4c(c3)OCO4)c2cc1C
101 | 103 | 4 | 91 | 1 | 98 | 2 | 104 | CCN(CC)S(=O)(=O)c1ccc(N2CCN(c3cccc(OC)c3)CC2)c([N+](=O)[O-])c1
100 | 97 | 0 | 98 | 35 | 104 | 30 | 98 | Cc1ccc(CNC(=O)CN2C(=O)NC(C)(c3ccc(Cl)cc3)C2=O)cc1 (stereo not drawn)
104 | 97 | 2 | 96 | 0 | 101 | -12 | 100 | Cc1ccc(CN2CCN(Cc3ccc(-n4cccn4)cc3)CC2CCO)cc1 (stereo not drawn)
94 | 91 | 0 | 91 | -4 | 99 | -2 | 104 | Cc1ccc(C)c(OCC(=O)Nc2ccccc2C(=O)N2CCOCC2)c1
101 | 110 | 5 | 103 | 10 | 98 | -11 | 106 | CC(NC(=O)CN(C)S(=O)(=O)c1ccc2c(c1)c(=O)n(C)c(=O)n2C)c1ccccc1 (stereo not drawn)
96 | 100 | 3 | 93 | 14 | 100 | -2 | 96 | O=C(NC1C(=O)NNC1c1ccccc1)c1ccccc1 (stereo not drawn)

An excerpt taken from the entries so far, for reference:
CIT2-GFP yeast | MEP2-GFP yeast | GRK2 aptamer HTS | LAP4-GFP MLPCN | VLA-4 inh | AGP1-GFP MLPCN | JMJD2C inh | RPL19A-GFP yeast | canonical_smiles
94 | 101 | 1 | 101 | -1 | 98 | -1 | 98 | CNC(=O)c1ccc(NC(=O)c2ccc3c(=O)n4c(nc3c2)CCC4)cc1
92 | 100 | 0 | 111 | 3 | 92 | -1 | 98 | COc1ccc(-c2cc(=O)n(-c3ccc([N+](=O)[O-])cc3)[nH]2)cc1
102 | 103 | 1 | 96 | -8 | 104 | 10 | 98 | O=C(Nc1cccc(S(=O)(=O)N2CCOCC2)c1)c1ccc(=O)[nH]c1
96 | 103 | 2 | 103 | 22 | 98 | 14 | 103 | CCOC(=O)N1CCN(c2c(N3CCc4ccccc43)c(=O)c2=O)CC1
104 | 103 | 4 | 102 | 12 | 100 | 11 | 101 | O=C(c1ccco1)N1CCN(Cc2nnnn2CC2CCCO2)CC1 (stereo not drawn)
101 | 106 | 1 | 108 | 8 | 110 | -1 | 98 | O=C(O)c1ccccc1C(=O)c1ccc(N2CCOCC2)c([N+](=O)[O-])c1
97 | 104 | 1 | 110 | 11 | 96 | -8 | 100 | Cc1cc2ncn(C(=O)c3ccc4c(c3)OCO4)c2cc1C
101 | 103 | 4 | 91 | 1 | 98 | 2 | 104 | CCN(CC)S(=O)(=O)c1ccc(N2CCN(c3cccc(OC)c3)CC2)c([N+](=O)[O-])c1
100 | 97 | 0 | 98 | 35 | 104 | 30 | 98 | Cc1ccc(CNC(=O)CN2C(=O)NC(C)(c3ccc(Cl)cc3)C2=O)cc1 (stereo not drawn)
104 | 97 | 2 | 96 | 0 | 101 | -12 | 100 | Cc1ccc(CN2CCN(Cc3ccc(-n4cccn4)cc3)CC2CCO)cc1 (stereo not drawn)
94 | 91 | 0 | 91 | -4 | 99 | -2 | 104 | Cc1ccc(C)c(OCC(=O)Nc2ccccc2C(=O)N2CCOCC2)c1
101 | 110 | 5 | 103 | 10 | 98 | -11 | 106 | CC(NC(=O)CN(C)S(=O)(=O)c1ccc2c(c1)c(=O)n(C)c(=O)n2C)c1ccccc1 (stereo not drawn)
96 | 100 | 3 | 93 | 14 | 100 | -2 | 96 | O=C(NC1C(=O)NNC1c1ccccc1)c1ccccc1 (stereo not drawn)

The list continues:
CIT2-GFP yeast | MEP2-GFP yeast | GRK2 aptamer HTS | LAP4-GFP MLPCN | VLA-4 inh | AGP1-GFP MLPCN | JMJD2C inh | RPL19A-GFP yeast | canonical_smiles
95 | 100 | 0 | 99 | 1 | 97 | 0 | 97 | CCCC(=O)NC(=S)Nc1cccc(NC(=O)c2ccccc2)c1
x | 95 | 1 | 90 | 8 | 94 | 7 | 94 | CCOC(=O)N1CCC(N2CCN(S(=O)(=O)CC)CC2)CC1
87 | 85 | 1 | 94 | 13 | 87 | -12 | 87 | O=C(COC(=O)c1ccc(Cl)nc1)Nc1ccc2c(c1)OCO2
102 | 108 | 1 | 109 | x | 101 | -12 | 99 | Cc1cc(C)nc(NC(N)=S)n1
99 | 100 | 4 | 93 | -3 | 93 | -10 | 96 | COc1ccc(/C=C/c2c(-c3ccc(OC)cc3)oc3ccccc23)cc1
97 | 98 | 0 | 104 | -14 | 96 | 16 | 99 | CN(C)S(=O)(=O)c1ccc2nc(NC(=O)c3cccnc3)sc2c1
111 | 100 | 0 | 96 | -1 | 103 | 2 | 105 | CC1CCCC(NC(=O)CN2C(=O)COc3ccccc32)C1C (stereo not drawn)
100 | 109 | 0 | 102 | 16 | 100 | 0 | 102 | O=[N+]([O-])c1ccc(Oc2ccc(S(=O)(=O)N3CCOCC3)cc2)cc1
98 | 102 | 0 | 100 | 8 | 97 | -1 | 102 | CC(=O)Nc1ccccc1C(=O)C(=O)Nc1ccc(C)c(F)c1
108 | 111 | 0 | 98 | 0 | 104 | 2 | 106 | COc1cccc(NC(=O)c2ccccc2N(Cc2ccccc2)S(C)(=O)=O)c1
102 | 98 | 0 | 89 | 10 | 105 | 2 | 102 | CC1(C)CC2(CC(c3ccccc3)Oc3cc(O)ccc32)NC(=S)N1 (stereo not drawn)
98 | 103 | 0 | 104 | 1 | 107 | 5 | 98 | Cc1ccc(S(=O)(=O)N2CCCC2CO)cc1 (stereo not drawn)
x | 97 | 0 | 91 | 14 | 95 | 4 | 103 | COc1cc(NC(=S)NC(C)=O)ccc1NC(=O)C(C)C
96 | 98 | 2 | 99 | 38 | 90 | -2 | 95 | CCOc1ccc(-c2nnc(N3CCCCC3)c3ccccc23)cc1
90 | 108 | 0 | 112 | 17 | 93 | 10 | 92 | CCOc1c(C)cnc2c1c(=O)n(CC(=O)NCC1CCCO1)c(=O)n2C (stereo not drawn)
97 | u | 0 | 70 | 1 | u | 1 | 105 | Cc1nc2ccccc2c(=O)n1NC(=O)C1CC1C (stereo not drawn)
84 | 93 | 0 | 93 | 10 | 92 | 5 | 93 | O=C(Cc1c(F)cccc1Cl)Nc1ccccc1N1CCCCC1
94 | 91 | 0 | 97 | 19 | 95 | 10 | 97 | COc1ccccc1-c1oc2ccccc2c1C#CC1(N)CCCCC1
u | 190*[may fluoresce violet] | 0 | 76[may fluoresce violet] | 3 | u | -11 | 44*[may fluoresce violet] | CC(=O)Oc1ccc2c(=O)oc(-c3ccccc3)nc2c1
121 | 112 | 2 | 105 | -2 | 106 | 4 | 111 | COc1ccccc1N=C(C)C1=C(O)CSC1=O
100 | 96 | 0 | 93 | 1 | 95 | 0 | 96 | CCOC(=O)CCc1c(C)c2ccc(OCc3cc([N+](=O)[O-])ccc3OC)cc2oc1=O
116 | 101 | 0 | 102 | 6 | 104 | 3 | 103 | CCN(CC)S(=O)(=O)c1ccc(N/N=C/c2ccc(O)cc2)nc1
97 | 102 | 2 | 91 | 6 | 92 | -9 | 95 | COc1cc(CN2CCC(Cc3ccccc3)CC2)c([N+](=O)[O-])cc1OC
101 | 96 | 2 | 96 | 10 | 99 | 5 | 96 | Cc1c(NS(=O)(=O)c2cc(C(=O)N(C)Cc3ccccc3)ccc2Cl)c(=O)n(-c2ccccc2)n1C
90 | 98 | 0 | 101 | 9 | 96 | 7 | 93 | COc1ccc(CNC(=O)CN(c2ccc(C(C)=O)cc2)S(=O)(=O)c2ccc(C)cc2)cc1OC
95 | 97 | 1 | 82 | 6 | 91 | 4 | 98 | COC(=O)c1ccc(N(C(=O)CNC(=O)c2ccco2)C(C(=O)NC2CCCC2)c2ccco2)cc1 (stereo not drawn)
106 | 98 | 1 | 101 | 16 | 102 | -3 | 100 | O=C(O)C1CCCCC1C(=O)Nc1ccc(-c2ccccc2)cc1 (stereo not drawn)
94 | 95 | 4 | 99 | 13 | 97 | 1 | 92 | Cc1ccccc1NC(=O)CN1C(=O)CSc2ccc(S(=O)(=O)N3CCCCC3)cc21

From PubChem
